E-sel inducer = induces E-selectin expression in human endothelial cells. P16581. HUVEC E-selectin immunofluorescence imaging; normalized: neutral wells 0, TNF-alpha wells 100. activation, % at 7.58 µM. 0.37% of 260,000 active. AID 686992;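 active means mean E-selectin-positive cell signal at least 10% of the positive control, reached in at least 60% of replicates, without over 20% cell loss; inconclusive means no rule given, readout overlaps actives, possibly toxicity-flagged; inactive means the rest, including those meeting only one limit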;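 further: in these data hits start at about 27%; measured in HUVEC primary endothelial cells; signal is the percent of cells scored E-selectin positive by PE staining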
Target sequence (P16581 whole entry, looked up): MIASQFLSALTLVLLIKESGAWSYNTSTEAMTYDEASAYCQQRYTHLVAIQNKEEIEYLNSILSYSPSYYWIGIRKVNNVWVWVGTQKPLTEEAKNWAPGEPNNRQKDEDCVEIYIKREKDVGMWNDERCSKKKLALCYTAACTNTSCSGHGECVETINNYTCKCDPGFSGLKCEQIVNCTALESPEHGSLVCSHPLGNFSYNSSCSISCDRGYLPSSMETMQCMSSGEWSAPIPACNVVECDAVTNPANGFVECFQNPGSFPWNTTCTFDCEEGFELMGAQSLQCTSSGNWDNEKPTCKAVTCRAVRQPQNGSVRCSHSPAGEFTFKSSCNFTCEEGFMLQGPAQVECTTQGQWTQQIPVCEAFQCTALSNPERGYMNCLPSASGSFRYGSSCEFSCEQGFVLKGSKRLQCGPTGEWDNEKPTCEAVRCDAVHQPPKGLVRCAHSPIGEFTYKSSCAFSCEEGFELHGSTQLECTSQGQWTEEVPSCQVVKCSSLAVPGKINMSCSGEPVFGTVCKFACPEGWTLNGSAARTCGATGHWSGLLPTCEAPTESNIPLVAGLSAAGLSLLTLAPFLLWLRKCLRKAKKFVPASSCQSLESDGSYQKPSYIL
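Read-out: % PE-positive cells | Test system: HUVEC | Doses: One compound dose added by pin transfer | Buffer or medium: EGM-2 over gelatin coat | Signal: Immunofluorescence imaging | Benchmarks: TNF-alpha, DMSO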
RAD52 inh = blocks human RAD52 DNA annealing; P43351; recombinant RAD52 DNA annealing, FRET fluorescence; inhibition, % at 18.7 µM; 0.46% of 360,000 active; AID 651710;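 active means every replicate showing at least 50% inhibition; inconclusive means mean inhibition at least 50% but not in every replicate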
EWS-Fli inh = blocks EWS/Fli oncoprotein-driven transcription. A673 NR0B1-luciferase reporter, viability-normalised. inhibition, % at 12.6 µM. 0.67% of 350,000 active. AID 651661;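 active means mean inhibition of at least 50% after viability correction, with every replicate also passing that limit; inconclusive means mean reaches 50% but only one of two replicates passes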;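 further: firefly luciferase signal divided by Alamar Blue viability fluorescence both relative to DMSO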
FN deposit inh = fibronectin deposition inhibition; AH1F fibroblasts, Alexa488-fibronectin deposition fluorescence, overnight; AID 743247; 0.086% of 350,000 active; inhibition, % at 12.6 µM;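 active means mean inhibition across replicates of 30% or more, regardless of how many single replicates reach that level; inconclusive means mean under 30% yet at least half of replicates reach 30%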;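 further: positive control wells lacked labelled fibronectin entirely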
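Measured by – fluorescence 485/525 nm · System – AH1F fibroblast monolayer, labelled fibronectin deposition · Amount – 10000 cells per well · Buffer or medium – serum-reduced DMEM (2% serum) · Doses – single dose, pinned · Also added – fluorescent fibronectin at 24 nM final · Schedule – 1 h cell attachment, overnight exposure to compound and label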
Xi reactivation = X-chromosome reactivation activator. XiGFP mouse fibroblasts, % GFP-positive cells imaging, 3 d; cells co-treated with 5-aza-dC sensitizer; scaled so ellipticine positive control = 100%. 0.055% of 360,000 active. activation, % at 7.58 µM;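 active means mean normalized replicate activation at least 10% and every replicate at or above 10%; inconclusive means only one of the two criteria met; inactive means mean below 10% and not all replicates reach 10%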;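 further: 0% = median of on-plate neutral control wells and 100% = ellipticine 6 µM median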
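Material: SV40-immortalized XiGFP fibroblast cells, line 68-5-11 | Buffer or medium: DMEM containing 5-aza-dC | Dosing: One concentration, pinned | Times: 3 d treatment, 15 min room-temperature fixation | Controls: Ellipticine 6 µM positive control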
RAD54 inh = blocks human RAD54 Holliday junction branch migration | Q92698 | AID 602329 | FAM/BHQ fluorescence | 0.14% of 360,000 active | inhibition, % at 10.4 µM;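 active means mean normalized replicate activity at least 40 and at least half of replicates scoring 40 or more; inconclusive means only one of the two criteria met; inactive means mean below 40 and under half of replicates reaching 40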;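 further: 0% = median of neutral control wells and 100% = median of positive control wells; inhibitors cause a drop in the FAM fluorescence signal; in these data hits start at about 50%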
S100A4 MyoIIA = S100A4-myosin IIA interaction inhibition; P26447; 0.14% of 360,000 active; AID 652163; S100A4/TAMRA-MyoIIA peptide fluorescence polarization; inhibition, % at 10.7 µM;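 active means mean inhibition of at least 70% across replicates, with every replicate also reaching that level; inconclusive means mean inhibition reaches 70% but some replicates fall short; inactive means mean inhibition below 70%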
Target sequence (P26447 whole entry, looked up): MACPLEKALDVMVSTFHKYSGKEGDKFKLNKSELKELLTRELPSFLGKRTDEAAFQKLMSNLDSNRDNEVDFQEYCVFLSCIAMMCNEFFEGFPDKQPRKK
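Material: S100A4 monomer (human). Medium: Calcium-containing HEPES buffer, pH 7.2. Probe or stimulus: labelled myosin peptide probe, 5 nM. Compound dosing: one concentration per compound. Timing: polarization read 5 min after assay mix addition, stable 5–60 min. Benchmarks: DMSO as neutral control, TFP as positive control.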
esBAF inh = blocks esBAF chromatin remodeling in mouse ES cells | Bmi1-luciferase knock-in reporter, 24 h; 100% = twice the neutral-well signal | reporter increase, % at 12.5 µM | 2% of 350,000 active; in the data active means activation above about 40%; inconclusive means no clear call, values can overlap the other calls;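 further: 0% = median of the plate's neutral control wells and 100% = double that signal; a rise in the Bmi1 reporter signal indicates esBAF inhibition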
* marks the source's active call; other numbers are inactive results; ? = inconclusive; / = no result given; & = joins results of further samples.

SMILES	E-sel inducer	RAD52 inh	EWS-Fli inh	FN deposit inh	Xi reactivation	RAD54 inh	S100A4 MyoIIA	esBAF inh
COC(=O)[C@]1(Cc2ccccc2)N[C@H](CN(C)S(=O)(=O)c2ccc(-c3ccccc3)cc2)[C@@H]2C(=O)N(Cc3ccccc3)C(=O)[C@@H]21	-1.6	-14	-7	4	/	16	8	-8
Cc1nc(C)c(C(=O)Nc2cccc(C)c2C)o1	0.0	-8	-4	2	-0.1	-22	2	-7
OC[C@H]1[C@@H](c2ccc(-c3ccc(F)cc3)cc2)[C@@H]2CN(Cc3ccncc3)CCCCN12	0.2	-7	4	/	0.0	2	-1	5
O=C(CN1C(=O)NC2(CCCCC2)C1=O)N1CCN(S(=O)(=O)c2cccc(F)c2)CC1	-0.1	-9	-8	-4	0.2	2	-6	/
Clc1ccc(OCc2nc(-c3ccccn3)no2)c(Br)c1	0.2	-9	24	7	0.6	-14	0	-14
CC1(N=Cc2cc(Cl)ccc2O)COP(=O)(Nc2ccccc2)OC1 (stereo unspecified)	-0.5	-49	-10	/	0.5	/	63	/
O=C(c1cccc(F)c1)N1CCCCN2[C@H](CO)[C@@H](c3ccc(-c4ccccc4)cc3)[C@@H]2C1	0.1	-12	11	/	0.1	5	2	/
CC(Cl)C(=O)c1ccc2c(c1)CCN2C(=O)C1CC1 (stereo unspecified)	-0.5	-13	-5	-7	-0.1	/	-2	/
Cc1c(NC(=O)c2ccco2)cccc1-c1nc2cccnc2s1	1.2	-114	-9	0	0.2	-17	6	13
Cc1ccccc1C(=O)Nc1c2c(nn1C(C)(C)C)CS(=O)(=O)C2	0.5	-18	/	/	0.1	-2	2	-3
COc1ccc(C=CC(=O)c2ccc([N+](=O)[O-])cc2)cc1	0.0	-25	-9	18	0.1	1	-12	0
COc1ccc(-c2ccc([C@H]3[C@@H](C#N)N(C(=O)NC4CCCC4)[C@@H]3CO)cc2)cc1	-0.1	3	-3	-6	-0.1	4	-1	9
CCC(=O)N(C)C[C@H]1Oc2cc(-c3ccccc3F)ccc2S(=O)(=O)N([C@@H](C)CO)C[C@H]1C	0.0	6	2	/	-1.4	-5	-17	6
COC(=O)c1c(-c2ccc(N(C)C)cc2)sc2ccc(OC)cc12	0.5	-24	-22	10	0.0	-3	3	23
O=C1CCCCCN1Cc1nnc(SCc2nc3ccccc3s2)n1-c1ccccn1	-0.8	/	/	0	/	4	/	?
CN(c1ccc(F)cc1)S(=O)(=O)c1ccc(Cl)c(C(=O)Nc2ccncc2)c1	0.9	-23	21	9	0.8	/	-13	-16
CO[C@@H]1CN(C)C(=O)c2ccc(NC(=O)c3cc(C)on3)cc2OC[C@H](C)N(CC2CC2)C[C@H]1C	0.3	-2	-8	-9	0.0	1	8	-3
COc1ccc(-c2ccc([C@@H]3[C@@H](CO)N4C(=O)CN(C(=O)c5ccccc5)C[C@H]34)cc2)cc1	-0.2	-14	-5	/	0.6	/	7	/
CCc1ccc2c(c1)NC(=O)C2(C)Cc1ccc(OC(F)(F)F)cc1 (stereo unspecified)	-0.3	-17	16	-3	-0.1	-10	-4	-8
CCn1cc(C(=O)NCCc2ccc(Cl)cc2)c(=O)c2cc(S(=O)(=O)N(C)C)ccc21	/	-5	10	-11	0.0	6	1	3
COc1ccc(/C=C/C(=O)NCCN=C2NS(=O)(=O)c3ccccc32)cc1	/	-6	7	2	0.1	/	5	/
O=C(C1=C[C@@H](C2CCCCC2)C[C@@H](OCCCCO)O1)N1CCN(Cc2ccc3c(c2)OCO3)CC1	-0.2	-6&7	19&11	-1	0.0	1	2&6	2
O=C1C2C3C=CC(C4CC34)C2C(=O)N1/N=C/c1c[nH]c2ccccc12 (stereo unspecified)	/	-40	-40	-8	0.1	/	-2	57*
CCOC(=O)C1(C)CCCCCN1C(=O)c1ccc(Cl)nc1 (stereo unspecified)	-0.2	-1	2	1	0.0	-7	0	-1
O=C(Nc1ccc2[nH]c(=O)[nH]c2c1)c1cccc([N+](=O)[O-])c1	/	-5	8	-5	-0.1	5	6	-14

New compounds follow
SMILES	E-sel inducer	RAD52 inh	EWS-Fli inh	FN deposit inh	Xi reactivation	RAD54 inh	S100A4 MyoIIA	esBAF inh
Cc1ccc(Sc2ncccc2C(=O)NC2CCCCCC2)cc1C	/	/	/	7	0.7	5	/	1
CC(C)OC(=O)NS(=O)(=O)c1cccc([N+](=O)[O-])c1	/	-6	-2	8	0.0	0	-2	0
O=S(=O)(c1ccc(Br)cc1)c1nc(-c2ccco2)oc1NCC1CCCO1 (stereo unspecified)	0.4	3	-9	-8	0.0	/	-3	/
COc1ccc(OC)c(S(=O)(=O)N2c3ccccc3CC2C)c1 (stereo unspecified)	/	-8	3	/	/	8	0	8
CO[C@H]1CN(C)C(=O)c2ccc(NC(C)=O)cc2OC[C@H](C)N(C(=O)c2ccccc2F)C[C@@H]1C	-0.2	/	7	-15	0.2	6	/	-1
O=C(Cc1cccnc1)N[C@@H]1CC[C@@H](CCn2cc(-c3ccccc3F)nn2)O[C@@H]1CO	-1.9	2	-4	/	0.1	3	14	-1
CC(C)CCNC(=O)C(c1ccncc1)N(C(=O)Cn1nnc(-c2ccc(F)cc2)n1)c1ccccc1F (stereo unspecified)	/	-13	11	11	0.0	/	6	/
C[C@@H]1CCCCO[C@@H](CN(C)Cc2ccc(C(=O)O)cc2)[C@@H](C)CN([C@@H](C)CO)C(=O)c2cc(NC(=O)Nc3ccc4c(c3)OCO4)ccc2O1	-0.2	16	-74	/	-1.1	-3	-20	23
NC(COCc1ccccc1)c1csc(Nc2ccc(C(=O)NCCO)cc2)n1 (stereo unspecified)	0.6	-90	-1	/	-0.1	-4	1	1
COc1ccc(S(=O)(=O)Nc2ccc3c(c2)C(=O)N([C@@H](C)CO)C[C@@H](C)[C@@H](CN(C)C(=O)c2ccccc2)OCCCC[C@H](C)O3)cc1	-0.3	-8	-12	-11	0.4	13	11	0
COc1cccc(S(=O)(=O)N(C)C[C@H]2Oc3ncc(C#CCN(C)C)cc3C(=O)N([C@@H](C)CO)C[C@H]2C)c1	-0.2	-10	7	/	-0.4	-4	1	-4
C[C@H]1CCCCO[C@H](CN(C)C(=O)NC2CCCCC2)[C@@H](C)CN([C@@H](C)CO)C(=O)c2cc(NS(=O)(=O)c3cccs3)ccc2O1	0.0	-47	7	/	0.2	-3	5	2
COc1ccccc1-c1ccc([C@H]2[C@H](C#N)N[C@@H]2CO)cc1	-0.1	3	20	-13	-0.1	-3	-20	0
CCC(C(=O)OCC(=O)NC(=O)NC(C)(C)C)c1ccccc1 (stereo unspecified)	0.9	-5	5	-19	0.2	/	-18	/
COc1ccc2oc(C(=O)NCCc3ccccc3)c(C)c2c1	0.6	-17	69*	6	0.0	7	0	-64
Nc1nnc(-c2cccc(F)c2)s1	/	0	1	0	0.0	-1	-3	/
O=C([C@H]1[C@H](CO)[C@H]2Cn3c(ccc(-c4cccnc4)c3=O)[C@H]2N1CCC(F)(F)F)N1CCOCC1	0.8	-8	3	/	0.1	-9	-11	-2
CN(Cc1cccnc1)C(=O)CNC(=O)COc1ccccc1	/	-7	1	6	0.3	-8	5	1
CC1CN(S(=O)(=O)c2ccc(C(=O)Nc3nccs3)cc2)CC(C)O1 (stereo unspecified)	0.4	-9	8	-5	-0.3	/	-2	9
CS(=O)(=O)Nc1ccc2c(c1)[C@@H]1C[C@@H](CC(=O)NCc3ccccn3)O[C@H](CO)[C@@H]1O2	-0.3	-3	2	/	-0.1	-20	7	6
CCC(=O)N1[C@@H](CO)[C@@H]2c3ccccc3N(C(=O)NC(C)C)C[C@@H]21	0.2	1	0	/	0.0	10	-19	-2
CC(C)N(C(=O)CN1C(=O)NC(c2ccccc2)(c2ccccc2)C1=O)C(C)C	/	-7	0	-8	0.1	5	-4	-2
CCCN1C[C@H](C)[C@H](OC)CN(C)C(=O)c2ccc(NC(=O)CC(F)(F)F)cc2OC[C@H]1C	0.2	-23	/	/	0.1	/	-20	/
CCCC1=C([O-])C2N=CC=CC2=[N+](c2ccccn2)C1=O (stereo unspecified)	/	/	/	5	-0.1	0	/	-4
Cc1ccsc1C(=O)OCC(=O)Nc1cccc(S(=O)(=O)N2CCOCC2)c1	/	-20	6	/	0.1	/	-2	3

Next results:
SMILES	E-sel inducer	RAD52 inh	EWS-Fli inh	FN deposit inh	Xi reactivation	RAD54 inh	S100A4 MyoIIA	esBAF inh
CCOC(=O)c1c(C)nc(C)c(C(=O)OCC)c1-c1ccc(O)c(OC)c1	/	-13	8	10	0.0	1	-3	-2
CC(NC(=O)C1CC1)C(c1cccs1)N1CCOCC1 (stereo unspecified)	0.4	-8	-9	4	0.2	-2	14	5
COc1ccccc1CNC(=O)C1CSC2(C)CCC(=O)N12 (stereo unspecified)	-0.2	2	-2	-4	-0.1	7	0	0
CCS(=O)(=O)c1nc(S(=O)(=O)c2ccc(C)cc2)c(N2CCC(O)CC2)s1	/	-7	16	-7	0.0	1	-2	-7
CSc1cccc(CNC(=O)C2CCC(=O)N(CCc3ccccn3)C2)c1 (stereo unspecified)	-0.1	-8	3	5	0.2	2	-16	-1
COc1ccc(Sc2ccc(NC(=O)c3cccc(Cl)c3)cc2C#N)cc1	2.1	-16	19	12	0.2	-9	-5	1
C[C@H]1CN([C@@H](C)CO)C(=O)Cc2cc(NC(=O)Cc3ccccc3)ccc2O[C@H]1CN(C)Cc1ccc(Cl)c(Cl)c1	2.3	17	-8	/	0.0	5	7	-4
O=C(CSc1nccc(=O)[nH]1)NN(c1ccccc1)c1ccccc1	-0.1	4	1	-3	-0.1	-12	0	1
Cc1ccc(S(=O)(=O)N(C)C[C@@H]2OCCCC[C@@H](C)Oc3ccc(NC(=O)CCC(F)(F)F)cc3C(=O)N([C@H](C)CO)C[C@@H]2C)cc1	/	5	-1	11	0.0	1	-36	4
CC1CCN(C(=O)CN(Cc2ccc(Cl)cc2)S(C)(=O)=O)CC1	0.5	-6	0	0	0.1	-2	1	-4
Cc1cc(C)c(S(=O)(=O)c2ccccc2)c(N2CCOCC2)n1	/	-14	-3	22	0.0	12	3	-3
COc1cccc(-c2cc(C(F)(F)F)n3ncc(C(=O)N4CCc5ccccc5C4)c3n2)c1	/	-13	17	-9	0.0	/	6	/
